# Bioassay records deposited in PubChem BioAssay by several laboratories.
# TCR CD3 inh – blocks the human TCR-CD3 interaction; TAMRA-labeled TCR probe fluorescence, biochemical; AID 651800; hit rate 0.37% among 360,000; inhibition, % at 9.4 µM; in the data active = inhibition above about 19%;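 note: recombinant mutant TCR 2C K166C tagged with TAMRA read by polarization; 0% = receptor in buffer alone and 100% = receptor with positive control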
# ABHD4 inh – inhibits mouse alpha/beta hydrolase domain 4 | Q8VD66 | purified mABHD4, FP-Rh probe fluorescence polarization | inhibition, % at 8.92 µM | hit rate 0.54% among 370,000 | AID 720543;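 active = inhibition exceeding the mean over every tested compound plus 3 SD, cut at about 30% in these data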;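 note: 0% = plate median of compound wells and 100% = S159A mutant with DMSO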
#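 Assay system: mABHD4 protein; medium: HEPES pH 7.0, NaCl, Pluronic buffer; dosing: 8.92 µM, single dose; schedule: 45 min + 60 min at 25 °C; signal: FP readout, ex 525 nm / em 598 nm; read-out: normalized percent inhibition of probe labeling; repeats: single replicate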
# LEDGF integ inh – blocks HIV-1 LEDGF/p75-dependent DNA integration; TR-FRET IN-LEDGF/p75 DNA integration, Eu/Cy5; hit rate 0.64% among 370,000; inhibition, % at 3.7 µM;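 active = inhibition above the screen-wide mean plus 3 SD, cut at about 13% in these data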;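 note: signal is the Cy5 over europium emission ratio at 671 and 618 nm; 0% = plate median of compound wells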
# TDP2 absorb – blocks human TDP2 phosphodiesterase activity; O95551; recombinant TDP2, T5PNP hydrolysis, p-nitrophenol absorbance 415 nm; inhibition, % at 12.8 µM; hit rate 0.34% among 370,000;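 active = inhibition above the mean of all tested compounds plus 3 SD, set per campaign, cut at about 25% in these data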;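 note: 0% = DMSO with enzyme and 100% = buffer with substrate but no TDP2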
#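 Material: recombinant human TDP2; quantity: TDP2 enzyme at 120 nM final; medium: Tris-HCl pH 7.5 with MgCl2; compound: single concentration, 12.8 µM nominal, with 1% DMSO; incubation: 2 h enzyme incubation at 37 °C; signal: epi absorbance; measure: percent inhibition; benchmarks: high control without enzyme, low control DMSO plus TDP2; repeats: singlicate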
# HTRA1 inhibitor – inhibitors of human serine peptidase HTRA1; Q92743; recombinant HTRA1, FP-rhodamine activity-based probe, fluorescence polarization; inhibition, % at 5.96 µM; hit rate 0.5% among 340,000; AID 504803; in the data active = inhibition above about 36%;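 note: 0% = enzyme with DMSO and 100% = wells lacking enzyme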
# Rev-erbA mod – modulators of human Rev-erb alpha DNA binding; P20393; Rev-erbα–FITC-DNA binding, fluorescence polarization, 90 min; activity, % at 10 µM; hit rate 0.79% among 370,000;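 active = activity above about 14%, limit read from the data; passing the limit was not always enough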;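 note: 0% = DMSO wells with 35 nM protein and 100% = DMSO wells with 750 nM protein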
# Target sequence (P20393 whole entry, looked up): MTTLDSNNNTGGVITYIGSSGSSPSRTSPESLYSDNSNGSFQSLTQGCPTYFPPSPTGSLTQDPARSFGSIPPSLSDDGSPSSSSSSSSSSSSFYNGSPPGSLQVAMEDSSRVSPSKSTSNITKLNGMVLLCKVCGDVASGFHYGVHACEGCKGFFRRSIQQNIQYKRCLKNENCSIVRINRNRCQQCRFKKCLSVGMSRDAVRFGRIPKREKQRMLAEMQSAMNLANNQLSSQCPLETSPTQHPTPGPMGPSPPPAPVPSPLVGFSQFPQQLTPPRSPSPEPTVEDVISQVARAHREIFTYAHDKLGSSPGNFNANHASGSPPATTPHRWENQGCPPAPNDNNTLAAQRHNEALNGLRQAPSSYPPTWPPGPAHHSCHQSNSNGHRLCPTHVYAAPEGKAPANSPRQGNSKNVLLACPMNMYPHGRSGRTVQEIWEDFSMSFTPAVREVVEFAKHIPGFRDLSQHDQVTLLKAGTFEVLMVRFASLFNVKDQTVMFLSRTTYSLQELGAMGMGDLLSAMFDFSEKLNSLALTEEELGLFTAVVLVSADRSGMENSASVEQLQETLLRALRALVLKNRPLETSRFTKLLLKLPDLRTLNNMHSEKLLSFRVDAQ
# PRMT1 inh – blocks human protein arginine methyltransferase 1. hit rate 1.3% among 370,000. Q99873. recombinant PRMT1, activity-based probe fluorescence polarization. inhibition, % at 2.79 µM;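 active = inhibition above about 21% made by adding two undisclosed values, limit read from the data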
# Target sequence (Q99873 whole entry, looked up): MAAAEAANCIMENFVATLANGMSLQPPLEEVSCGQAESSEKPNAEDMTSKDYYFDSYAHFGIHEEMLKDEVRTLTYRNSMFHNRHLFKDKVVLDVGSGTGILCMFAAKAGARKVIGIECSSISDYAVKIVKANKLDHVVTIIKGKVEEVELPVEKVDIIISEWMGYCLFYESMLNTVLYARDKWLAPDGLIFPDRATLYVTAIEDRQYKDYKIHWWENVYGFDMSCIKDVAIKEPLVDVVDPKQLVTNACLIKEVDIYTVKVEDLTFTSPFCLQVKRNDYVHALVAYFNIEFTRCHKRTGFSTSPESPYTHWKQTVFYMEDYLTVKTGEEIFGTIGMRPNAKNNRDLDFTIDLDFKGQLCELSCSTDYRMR
# SIAE primary – inhibitors of human sialic acid acetylesterase SIAE | Q9HAT2 | inhibition, % at 9.66 µM | AID 1053197 | hit rate 0.69% among 370,000 | SIAE FP-Rh probe binding, fluorescence polarization;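 active = inhibition above a cutoff: mean of compounds within the control limits plus 3 SD of those, cut at about 17% in these data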;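 note: 0% = plate median of compound wells and 100% = probe without SIAE protein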
# PG9 Ab binder – PG9 antibody binding by small molecule; TR-FRET gp120-PG9 antibody binding; inhibition, % at 6.7 µM; hit rate 0.43% among 360,000; AID 624416; in the data active = inhibition above about 8.5%
# rCAG binder – molecules binding r(CAG) RNA repeats; AID 651821; r(CAG) RNA repeat, TO-PRO-1 dye displacement fluorescence; inhibition, % at 3 µM; hit rate 1.3% among 370,000;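 active = inhibition above the plate cutoff, the mean of all test compounds on that plate plus 3 SD, cut at about 35% in these data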;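 note: 0% = DMSO alone and 100% = 100 µM mitoxantrone as full dye displacement; higher means more dye released from RNA so lower well fluorescence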
# The depositor's hits bear a star; · = no result given. An excerpt (hit frequency here may not be typical).
1: NC1=NC2(CCCC2)N=C(Nc2ccccc2)N1
2: COc1ccccc1Cn1cnc2cccnc21
3: COc1ccc(C(=O)NN=C(Cc2ccccc2)Cc2ccccc2)cc1OC
4: N#CCC(=O)N1CCn2c1nc1ccccc12
5: OC1CCCN(Cc2nc(Cc3ccccc3Cl)no2)C1 (stereo unspecified)
6: Cc1ccc(CCNC(=O)c2ccc(CS(=O)(=O)Cc3ccccc3F)o2)cc1
7: Nc1nc(CC(=O)CSc2ccc(Cl)cc2)nc(Nc2ccc(F)cc2)n1
8: COCCCNC(=O)c1ccc(CS(=O)(=O)c2ccccc2C)o1

Assay by compound	1	2	3	4	5	6	7	8
TCR CD3 inh	3	-10	-4	3	1	6	5	6
ABHD4 inh	6	0	-7	7	-2	-5	5	2
LEDGF integ inh	0	-3	1	0	7	0	1	0
TDP2 absorb	6	-5	0	3	4	1	-1	-1
HTRA1 inhibitor	-3	2	6	0	1	-8	·	1
Rev-erbA mod	-4	2	2	-5	-1	-8	-8	4
PRMT1 inh	-2	2	0	6	0	0	-4	-2
SIAE primary	4	-3	-1	4	-2	13	4	-2
PG9 Ab binder	-0.3	0.2	1.5	2.4	-1.9	-1.2	-3.3	0.7
rCAG binder	0	0	0	0	1	2	-1	-2

9: C/C(=N\NC(=O)c1ccccc1)c1c(C)[nH]n(-c2ccccc2)c1=O
10: O=CN1CCc2scc[n+]2-c2ccccc21
11: Cc1nc2ccccc2n1S(=O)(=O)c1cc(C(=O)O)ccc1Cl
12: CC(=O)Nc1ccc(S(=O)(=O)NCC(=O)NCCCc2ccccc2)cc1
13: CC(C)(C)N(Cc1cc2ccccc2[nH]c1=O)C(=O)c1ccco1
14: CCc1nc2c(OCC(=O)c3ccc(Cl)cc3Cl)cccn2c1N(C)C(=O)c1cccs1
15: O=C(COC(=O)c1cnccn1)c1ccc(Cl)cc1
16: COCCC(=O)N1CCC(Oc2ccc(C(=O)N3C[C@H]4CC[C@H]3C4)cc2)CC1

Assay by compound	9	10	11	12	13	14	15	16
TCR CD3 inh	11	4	-2	0	-4	5	2	-4
ABHD4 inh	7	4	1	-1	1	-1	-3	3
LEDGF integ inh	-5	-1	0	5	5	2	6	2
TDP2 absorb	-1	13	-6	-3	-5	1	1	2
HTRA1 inhibitor	7	1	1	0	-4	·	2	6
Rev-erbA mod	2	-3	0	6	-4	0	-2	-3
PRMT1 inh	3	41*	1	6	-1	-2	0	1
SIAE primary	-2	-3	-1	0	-1	6	-1	-5
PG9 Ab binder	-3.5	-1.6	-2.1	1.3	0.0	-0.5	-0.5	-1.8
rCAG binder	4	0	0	-1	1	7	-1	-7

17: COc1ccc(-c2cc(C(=O)N3CCCCC3)c3ccccc3n2)cc1OC
18: O=C1N(CN2CCN(c3cccc(Cl)c3)CC2)c2ccccc2C12OCCCO2
19: CCCS(=O)(=O)N1CCCC(C(=O)N2CCOCC2)C1 (stereo unspecified)
20: COc1ccc(OCCC(=O)c2ccc(OC)cc2)cc1
21: COc1ccc(-c2noc(CCC(=O)NCCc3ccccc3)n2)cc1OC
22: O=C(O)c1cccc(S(=O)(=O)N(Cc2ccccc2)c2ccccc2)c1
23: CC(C(=O)NC(C)(C)C)N(C(=O)CS(=O)CC(=O)Nc1ccc(F)cc1)C1CCCC1 (stereo unspecified)
24: CCOC(=O)N/N=C(\C)c1ccc(C)c([N+](=O)[O-])c1

Assay by compound	17	18	19	20	21	22	23	24
TCR CD3 inh	3	8	3	12	3	2	-2	-3
ABHD4 inh	-4	-3	5	1	-1	-3	6	1
LEDGF integ inh	3	1	0	4	5	5	0	4
TDP2 absorb	-18	5	-2	4	-3	7	-1	-12
HTRA1 inhibitor	-12	7	4	-3	4	-6	-9	4
Rev-erbA mod	6	-2	-4	4	-1	1	0	3
PRMT1 inh	-2	3	-1	2	-4	-2	5	0
SIAE primary	-1	-4	-6	6	1	-3	-15	-1
PG9 Ab binder	-0.6	-2.6	1.0	1.1	-0.2	-0.5	0.1	-1.5
rCAG binder	-1	1	6	-5	-3	12	-6	1

# Structures listed so far with a tert-butyl group (2):
13: CC(C)(C)N(Cc1cc2ccccc2[nH]c1=O)C(=O)c1ccco1
23: CC(C(=O)NC(C)(C)C)N(C(=O)CS(=O)CC(=O)Nc1ccc(F)cc1)C1CCCC1 (stereo unspecified)

Assay by compound	13	23
TCR CD3 inh	-4	-2
ABHD4 inh	1	6
LEDGF integ inh	5	0
TDP2 absorb	-5	-1
HTRA1 inhibitor	-4	-9
Rev-erbA mod	-4	0
PRMT1 inh	-1	5
SIAE primary	-1	-15
PG9 Ab binder	0.0	0.1
rCAG binder	1	-6

# (further entries)
25: CCOC(=O)c1c(NC(=O)c2cccs2)sc2c1CCC2
26: O=C(C1CCN(S(=O)(=O)N2CCC3(CC2)OCCO3)CC1)N1CCC(Cc2ccccc2)CC1
27: CC1(C)C2CCC(C2)C1C/C=N/NC(N)=S (stereo unspecified)
28: C=C(C)COc1ccc2c3c(c(=O)oc2c1OCC(=C)C)CCC3
29: CC(C)/C=C1\CCc2c([nH]c3ccccc23)C1=O
30: CCn1c(=O)n(CC)c2cc([N+](=O)[O-])ccc21
31: Cc1nc2sc(C(c3ccco3)N3CC(C)OC(C)C3)c(O)n2n1 (stereo unspecified)
32: COc1cc(OC)cc(-c2nnc(NC(=O)CCS(=O)(=O)c3ccc(C)cc3)o2)c1

Assay by compound	25	26	27	28	29	30	31	32
TCR CD3 inh	-4	-4	1	5	7	-3	-11	-6
ABHD4 inh	-3	4	-8	2	-7	2	-11	-1
LEDGF integ inh	-1	-3	3	-5	-3	1	5	1
TDP2 absorb	10	-2	-2	-13	-4	3	-6	9
HTRA1 inhibitor	-2	6	9	5	-10	1	3	-2
Rev-erbA mod	14	1	0	3	-3	1	0	8
PRMT1 inh	-4	1	5	1	-4	-3	29*	-3
SIAE primary	7	5	2	-6	-4	1	-1	2
PG9 Ab binder	0.8	0.8	2.6	-1.5	-0.1	-2.8	-1.1	0.6
rCAG binder	2	-9	-1	-3	2	-3	6	18

# Overlap with the part before: 4 entries, then new ones.
29: CC(C)/C=C1\CCc2c([nH]c3ccccc23)C1=O
30: CCn1c(=O)n(CC)c2cc([N+](=O)[O-])ccc21
31: Cc1nc2sc(C(c3ccco3)N3CC(C)OC(C)C3)c(O)n2n1 (stereo unspecified)
32: COc1cc(OC)cc(-c2nnc(NC(=O)CCS(=O)(=O)c3ccc(C)cc3)o2)c1
33: Cc1ccc(Nc2nc(Cl)c(C=O)s2)cc1Cl
34: CCOCCCNC(=O)CCCn1nc(C)n2c(cc3sccc32)c1=O
35: CCOc1ccc(Nc2ccc(C(=O)O)cc2[N+](=O)[O-])cc1
36: CNC(=O)C1CCN(S(=O)(=O)c2c(C)noc2/C=C/c2ccc(C)cc2)CC1
37: O=C(CN1C(=O)c2ccccc2S1(=O)=O)c1cccc(Br)c1
38: CC(C)Nc1ncnc2c1ncn2[C@H]1CN(Cc2cccs2)C[C@@H](CO)O1
39: CCCNc1ncc2c(=O)[nH][nH]c(=O)c2n1
40: CC1Cc2ccccc2N1S(=O)(=O)c1cccc(C(=O)N2CCCCC2)c1 (stereo unspecified)

Assay by compound	29	30	31	32	33	34	35	36	37	38	39	40
TCR CD3 inh	7	-3	-11	-6	2	-1	-9	1	2	-3	7	0
ABHD4 inh	-7	2	-11	-1	-12	-3	60*	6	-1	10	2	0
LEDGF integ inh	-3	1	5	1	-1	4	6	-1	-1	-2	0	-1
TDP2 absorb	-4	3	-6	9	4	-3	-7	8	1	8	-5	13
HTRA1 inhibitor	-10	1	3	-2	-36	0	1	5	4	·	1	-2
Rev-erbA mod	-3	1	0	8	1	3	2	-4	-1	-6	1	2
PRMT1 inh	-4	-3	29*	-3	0	0	-6	1	-1	2	3	3
SIAE primary	-4	1	-1	2	-7	-1	6	3	-2	-6	-3	-6
PG9 Ab binder	-0.1	-2.8	-1.1	0.6	1.3	0.9	-3.4	-2.6	-0.4	1.4	-0.6	0.9
rCAG binder	2	-3	6	18	43*	1	6	1	-2	-1	2	-13

41: Nc1nc(SCc2ccccc2Cl)[nH]c(=O)c1-c1ccccc1
42: O=C(Nc1ccc2c(c1)OCO2)C1CC(=O)N(c2cccc(Cl)c2)C1 (stereo unspecified)
43: COC(=O)Cn1c(=O)c2c(n(Cc3ccccc3)c1=O)N/C(=C/c1ccc(Br)cc1)C2=O
44: Cc1c(OCC(=O)N[C@@H](Cc2c[nH]c3ccccc23)C(=O)O)ccc2c1oc(=O)c1ccccc12
45: COCCn1nnnc1C(c1ccccc1OC)N1CCN(c2ccccc2F)CC1 (stereo unspecified)
46: CC(C)(C)c1cc(-c2n[nH]c(=S)n2-c2ccccc2F)n[nH]1
47: Cc1nnsc1C(=O)N1CCCC(Nc2ccc(C(C)C)cc2)C1 (stereo unspecified)
48: O=C(NCC1CCCO1)c1nn2cccnc2c1Cl (stereo unspecified)

Assay by compound	41	42	43	44	45	46	47	48
TCR CD3 inh	4	-2	-4	0	5	6	7	0
ABHD4 inh	-1	-1	-4	-10	4	-1	-3	6
LEDGF integ inh	-1	2	-1	8	-4	-3	-1	-1
TDP2 absorb	4	12	11	-6	11	6	7	-2
HTRA1 inhibitor	-2	1	0	-1	0	10	0	-2
Rev-erbA mod	1	0	0	-3	-2	-4	2	4
PRMT1 inh	0	-1	1	-4	4	5	-2	-1
SIAE primary	-4	-3	-3	3	0	2	0	-1
PG9 Ab binder	0.3	0.2	1.1	0.8	-1.0	4.2	-1.2	-0.4
rCAG binder	-2	12	62*	15	-10	5	-4	-2

49: Cc1cc(C)cc(N(CC(=O)Nc2ccc(Br)cc2)S(=O)(=O)c2c(C)[nH]c(=O)[nH]c2=O)c1
50: Oc1[nH]c2ccccc2c1C=Nc1ccc2c(c1)OCCO2
51: CCCCNc1nc(=S)[nH]c2cc(OC)c(OC)cc12
52: O=C(NCC1CCCO1)C1CCCN1C(=O)NC1CCCCC1 (stereo unspecified)
53: CCC(C)[C@H](NC(=O)N1CCC(C)CC1)C(=O)O (stereo partly specified)
54: O=C(CC(NC(=O)c1ccccc1Cl)c1ccccc1)Nc1ccc2c(c1)OCO2 (stereo unspecified)
55: O=C(/C=C/c1cccc2ccccc12)c1ccncc1
56: Cc1c(C)n(Cc2ccccc2)c2ncnc(NCCCN(C)C)c12
57: CC(Sc1nc2ccccc2[nH]1)C(=O)NC1CCCCC1C (stereo unspecified)

Assay by compound	49	50	51	52	53	54	55	56	57
TCR CD3 inh	11	4	10	6	9	-2	8	2	-7
ABHD4 inh	-12	14	-2	1	4	-6	-2	4	1
LEDGF integ inh	-1	-3	1	-1	-2	0	-5	-4	1
TDP2 absorb	7	-7	0	-2	-8	2	-8	-5	8
HTRA1 inhibitor	-23	0	0	6	5	-2	-5	7	-6
Rev-erbA mod	-2	-1	-4	-3	0	-1	-5	-3	5
PRMT1 inh	-1	-1	0	-2	-2	2	5	0	1
SIAE primary	-8	6	2	1	5	-7	-3	4	2
PG9 Ab binder	-1.1	-8.1	0.7	-1.1	-1.6	1.6	-3.2	-0.5	-1.4
rCAG binder	51*	3	0	-1	-4	8	5	1	-4
